# Source: PubChem BioAssay
# TRPML3 ag = human mucolipin-3 channel agonism | HEK293 TRPML3-YFP, Fluo-8 calcium fluorescence; 100% = the carbachol control signal | 220,000 tested, 0.29% active | activation, % at 3 µM | Q8TDD5;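 active = activation above its plate's cutoff, the mean activation of the plate's test wells plus 3 SD, cut at about 12% in these data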;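 note: 0% = DMSO only wells and 100% = carbachol wells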
#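 Test system: TRPML3-YFP stable HEK293 cells. Doses: single point at 3 µM. Incubation: dye loading 1 h 37 °C then 30 min ambient, 125 s read. Signal: Fluo-8 calcium dye fluorescence, ex 470-495, em 515-575 nm. Measure: percent activation from peak-to-basal fluorescence ratio, scaled between DMSO and carbachol.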
# EP2 mod = modulates human prostaglandin E2 receptor EP2 signaling. P43116. EP2-expressing cells, cAMP HTRF FRET, PGE2 co-stimulation. 260,000 tested, 0.83% active. induction, % at 25 µM;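 active = compounds whose cAMP rise, as percent of the full-agonist control response, exceeds 60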;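 note: rat C6 glioma line stably carrying human EP2 under a CMV promoter; the protocol text gives 20 µM as final concentration; 100% = response of wells given 1 µM PGE2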
# Target sequence (P43116 whole entry, looked up): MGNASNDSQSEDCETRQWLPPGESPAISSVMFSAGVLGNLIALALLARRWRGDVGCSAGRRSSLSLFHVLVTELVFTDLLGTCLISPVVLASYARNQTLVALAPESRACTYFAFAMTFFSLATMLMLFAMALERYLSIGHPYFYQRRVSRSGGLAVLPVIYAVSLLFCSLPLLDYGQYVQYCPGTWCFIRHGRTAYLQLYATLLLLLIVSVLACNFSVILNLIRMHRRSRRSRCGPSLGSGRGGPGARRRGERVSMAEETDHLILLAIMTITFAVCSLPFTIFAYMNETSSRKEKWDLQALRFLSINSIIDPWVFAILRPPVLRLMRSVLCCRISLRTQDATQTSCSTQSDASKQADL
# 14-3-3 Bad inh = disrupts binding of bovine 14-3-3 zeta to phospho-Bad peptide. 220,000 tested, 0.71% active. TR-FRET 14-3-3zeta/Dy647-pBad peptide displacement, 1 h. inhibition, % at 21.7 µM;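 active = inhibition above about 70%, limit read from the data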;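 note: 0% = full 14-3-3 plus peptide FRET controls and 100% = background without 14-3-3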
# Target sequence (P63103 whole entry, looked up): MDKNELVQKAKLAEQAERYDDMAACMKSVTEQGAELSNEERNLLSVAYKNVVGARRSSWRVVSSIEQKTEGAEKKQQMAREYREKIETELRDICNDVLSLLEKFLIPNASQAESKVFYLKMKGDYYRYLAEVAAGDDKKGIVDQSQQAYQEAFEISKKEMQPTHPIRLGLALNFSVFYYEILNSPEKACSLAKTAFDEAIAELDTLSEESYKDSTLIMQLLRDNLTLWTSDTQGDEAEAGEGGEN
# NPY Y1 blocker = blocks the human neuropeptide Y Y1 receptor; P25929; HEK293-CNG Y1 cells, membrane potential fluorescence; NPY at EC95, then isoproterenol; inhibition, % at 3.6 µM; 200,000 tested, 1% active;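 active = inhibition above the campaign mean inhibition of all tested compounds plus 3 SD, cut at about 20% in these data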;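 note: 0% = DMSO wells given NPY plus isoproterenol and 100% = isoproterenol alone without NPY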
# Target sequence (P25929 whole entry, looked up): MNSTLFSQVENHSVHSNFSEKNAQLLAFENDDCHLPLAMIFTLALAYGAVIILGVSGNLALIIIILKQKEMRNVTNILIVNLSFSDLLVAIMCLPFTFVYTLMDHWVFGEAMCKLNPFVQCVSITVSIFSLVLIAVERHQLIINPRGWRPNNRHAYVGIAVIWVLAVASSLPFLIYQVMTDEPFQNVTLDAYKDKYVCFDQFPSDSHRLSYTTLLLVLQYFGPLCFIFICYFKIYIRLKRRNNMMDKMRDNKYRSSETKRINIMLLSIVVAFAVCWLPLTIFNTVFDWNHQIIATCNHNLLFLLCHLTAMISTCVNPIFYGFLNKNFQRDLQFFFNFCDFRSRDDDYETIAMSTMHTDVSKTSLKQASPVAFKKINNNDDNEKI
#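 Material: Y1- and CNG-channel-expressing HEK293 cells / Probe or stimulus: NPY 25 nM then isoproterenol 1 µM plus Ro 20-1724 25 µM / Doses: 3.6 µM single dose, DMSO 0.4% / Schedule: compound incubation 1 h at room temperature, readout 45 min post-stimulation / Signal: membrane potential fluorescence / Benchmarks: isoproterenol-only wells as full block versus NPY-plus-isoproterenol wells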
# CHOP inhibitor = blocks CHOP induction under ER stress; CHO-K1 CHOP-promoter luciferase, tunicamycin-induced, 15-18 h; inhibition, % at 10 µM; AID 2732; 220,000 tested, 3.8% active;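 active = compounds that reduced the stress-induced luciferase reporter signal by more than about 70% of percent inhibition, limit read from the data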;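 note: 0% = tunicamycin plus vehicle and 100% = wells without tunicamycin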
# PPC-1+TRAIL kill = kills PPC-1 cancer cells in the presence of TRAIL | PPC-1 cells + TRAIL, ATPLite viability luminescence | cell killing (% activity), % at 4 µM | 220,000 tested, 0.41% active | AID 1443;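 active = cell killing above 50% in the first pass at 4 µM, then a duplicate retest at 5 µM averaging 50% or more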;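 note: plate controls were cells with TRAIL plus DMSO for no effect and medium-only wells lacking cells for full effect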
# PGE2 EP2 inh = EP2 receptor (human) inhibition; P43116; C6 glioma cells expressing human EP2, cAMP TR-FRET; cells stimulated with saturating PGE2; inhibition, % at 25 µM; 260,000 tested, 0.52% active; AID 1422;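 active = percent inhibition above 40 after rounding to a whole number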;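 note: rat C6 glioma host cells with rolipram phosphodiesterase inhibitor present; the protocol text gives 20 µM as final concentration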
# NPY1 pot ag = human NPY-Y1 potentiation or agonism, primary screen; P25929; 220,000 tested, 0.37% active; activation, % at 3.6 µM; AID 1304; NPY-Y1 expressing cells, potentiator/agonist activation; in the data active = activation above about 33%, passing the limit was not always enough;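 note: cells stimulated with NPY at EC10 then isoproterenol at EC100; 0% = low agonist plus stimulus and 100% = saturating agonist plus stimulus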
# TRPN1 ag = agonists of zebrafish TRPN1 channel. HEK293 zebrafish TRPN1-YFP, Fluo-8 calcium fluorescence; 100% = response to 87 µM carbachol. activation, % at 3 µM. 220,000 tested, 0.18% active;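 active = activation above its plate's cutoff, the mean activation of test wells on that plate plus 3 SD, cut at about 19% in these data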;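 note: 0% = DMSO alone and 100% = 87 µM carbachol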
#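 Material: zebrafish TRPN1-YFP in HEK293 cells; Doses: single test compound dose, 3 µM nominal, 0.3% DMSO; Timing: dye loading 1 h at 37 °C, then 30 min room temperature; Technique: intracellular calcium fluorescence with Fluo-8; Benchmarks: high carbachol 87 µM, low DMSO alone.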
# * = called active by the depositor; nt = not tested or not shown; & = joins results of further samples; [ ] = another dose, or the depositor's remark. An excerpt, so the mix of outcomes need not match the whole.
SMILES,TRPML3 ag,EP2 mod,14-3-3 Bad inh,NPY Y1 blocker,CHOP inhibitor,PPC-1+TRAIL kill,PGE2 EP2 inh,NPY1 pot ag,TRPN1 ag
CCn1ncc(/C=C2/SC(=S)NC2=O)c1C,0.5,-14,3,6,-23,21,10,-18,0.7
Cc1ccc(OC(=O)c2sc3ncn(C)c(=O)c3c2C)cc1,0.2,-33,-6,9,11,8,8,6,0.4
CC(O/N=C/c1ccc(OC(F)F)cc1)C(=O)Nc1cccc(S(=O)(=O)N2CCOCC2)c1 (centres undefined),-0.1,11,-4,6,16,18,6,-1,-0.4
Cc1cc(S(=O)(=O)N(Cc2ccccc2F)C2CC2)ccc1-n1cnnn1,-0.2,-23,-3,4,20,20,1,15,-1.1
Cn1c(=O)n(Cc2ccccc2Cl)c2ccccc21,-0.5,61*,-5,6,29,-9,10,15,-1.5
CCOC(=O)CC1=C(C(=O)OCC)C(c2cc(OC)c(OC)cc2OC)C(C#N)=C(N)O1 (centres undefined),-0.3,36,-5,2,20,6,7,-9,0.4
COC(=O)CNC(=O)CNC(=O)Nc1ccccc1Cl,0.8,6,-4,10,1,7,4,-13,-0.3
CC(C)NC(=O)COC(=O)c1cc(=O)[nH]c2ccccc12,0.3,15,3,6,-6,31,12,-7,0.4
N#Cc1ccc(-c2cn(-c3ccccc3)c3[n+]2CCCS3)cc1,0.3,14,-3,-8,0,17,10,10,0.5
N/C(CCCN1CCCCC1)=N/O,0.1,8,6,-2,2,26,7,-8,1.0
O=C(CCc1nnc(CCCCc2ccccc2)o1)NCCN1CCOC1=O,0.4,14,-8,4,4,6,6,7,1.9
CCCCNC(=O)CCC(=O)Nc1ccc2nc(N3CCOCC3)cc(C)c2c1,0.2,17,17,-2,-13,14,7,6,-0.2
O=C(NC1CCCCC1)c1cc(-c2ccco2)on1,0.9,-11,6[fluorescence artefact?],0,-1,20,nt,4,-0.8
Cc1nc2sc(C(c3ccco3)N3CCC(C)CC3)c(O)n2n1 (centres undefined),0.0,-9,2,0,24,4,9,-8,0.0
Cc1c(C(=O)O)oc2ccc(S(=O)(=O)NCc3ccccc3)cc12,1.1,4,8,4,7,11,11,-11,1.1
COc1ccc(C(=O)NCCSc2ccccn2)cc1,0.3,-15,40,-5,-42,7,6,14,-0.7
CC(C)c1ccc(N)c(S(=O)(=O)O)c1,0.3,16,8,nt,-1,8,6,7,2.1
COc1ccc(Cn2c(CCC(=O)Nc3ccccc3OC)nc3cccnc32)cc1,1.4,-21,6,0,-10,-1,5,-6,-1.5
Cc1ccc(N2CC(O)(c3cccs3)[N+]3=C2CCCC3)cc1 (centres undefined),0.6,15,-1,3,5,19,1,2,-0.5
Cc1cc(NC(=O)c2cnn3c(C(F)F)cc(-c4ccccc4)nc23)no1,0.8,-12,-2[fluorescence artefact?],2,18,11,4,-22,1.5
O=C(O)c1cc(NCc2c(F)cccc2Cl)ccc1N1CCOCC1,0.8,1,-11,1,35,12,8,-3,1.1
CCC(C)N(C)Cc1cccc(C2(O)CCN(S(=O)(=O)c3ccc(F)c(C)c3)CC2)c1 (centres undefined),0.3,-34,3,2,44,24,14,-22,-0.5
COc1ccc(NS(=O)(=O)c2cn(C)c(=O)n(C)c2=O)cc1,1.0,-24,1,nt,-20,23,6,13,0.3
O=C(NCCNC(=O)c1cc(OCC(F)(F)F)ccc1OCC(F)(F)F)Nc1ccc(Cl)cc1,1.5,-44,-2,-3,56,-4,5,20,2.8
O=C(O)Cc1ccc(N=Nc2c(O)c(C(=O)O)cc3ccccc23)cc1,0.1,-14,23,nt,18,10,6,2,0.2
O=C(COc1ccc2ccccc2c1)NNC(=O)c1cnccn1,0.5,-10,-5,2,27,5,6,1,0.6
COc1ccccc1CC(NC(C)=O)C(=O)NC1CCN(C(=O)c2ccc([N+](=O)[O-])cc2)CC1 (centres undefined),0.9,26,2[fluorescence artefact?],8,-18,-10,5,-2,1.1
O=C(c1cccc([N+](=O)[O-])c1)N1CCN(c2ccccn2)CC1,0.3,22,1,-2,31,20,11,-24,1.9
CCC(CC)C(=O)c1c[nH]c(C(=O)NCc2cccnc2)c1,0.3,-7,-12,4,-13,-16,9,4,-1.3
CCOC(=O)c1cc2occc2n1CC(=O)N1CCN(C(=O)c2ccco2)CC1,-0.6,-6&13,11[fluorescence artefact?],1,6,12,7,-7,-0.5
O=C(CCc1ccccc1)N1CCN(c2ccc(F)cc2)CC1,0.3,-23,-4,-5,6,7,11,-14,-1.0
Cn1c(SCC(=O)N2CCOCC2)nnc1-c1ccc(Cl)cc1Cl,0.4,7,-7,-1,1,-14,4,-7,1.3
CCC1OC23CCCCC2C(C#N)(C(=N)O3)C1(C#N)C#N (centres undefined),0.5,12,22,7,10,10,-7,8,-0.7
CCCCCCOc1ccc(C(CC(N)=O)C(=O)O)cc1 (centres undefined),0.4,29,0,1,3,7,9,15,-0.1
COc1ccc(/C=N/NC(=O)c2cccc(Br)c2)cc1Cn1cc(Cl)cn1,0.4,-6,8[fluorescence artefact?],4,23,10,19,13,0.0
Oc1ccc(-c2nc(=S)[nH][nH]2)cc1,0.6,-1,-8,0,3,27,5,-25,1.6
Cc1ccc(OCc2nc(-c3ccccc3)no2)c(C)c1,0.0,3,11,9,24,-1,1,6,-0.2
COc1ccc(Nc2oc(COc3ccccc3F)nc2C#N)cc1,-0.3,-12,-9[fluorescence artefact?],6,-51,-8,5,0,-1.6
CN(Cc1ccccc1)C(=O)c1nn2cccnc2c1Cl,0.7,7,-2,-2,13,7,5,8,0.9
N#Cc1c(-c2cccs2)nc(SCc2ccc(Cl)cc2)[nH]c1=O,0.2,75*,-1,1,9,29,19,1,0.9
Cc1cccc(S(=O)(=O)Nc2ccc(-c3cn4ccccc4n3)cc2)c1,0.0,-13,4,9,21,7,5,-30,-1.3
CCC(Sc1nc2ccccc2s1)C(=O)Nc1nnc(C)s1 (centres undefined),-0.4,-3,-1,15,26,-7,5,-16,-1.0
O=C(c1cc2nc(-c3ccco3)cc(C(F)(F)F)n2n1)N1CCc2ccccc2C1,1.0,-30,-15[fluorescence artefact?],8,65,13,nt,0,-0.7
Cc1cc(=O)oc2cc(OCC(=O)N/N=C/c3ccccc3[N+](=O)[O-])ccc12,0.9,2,64[fluorescence artefact?],-4,5,4,4,-23,2.9
O=C(Nc1nnc(-c2ccc(Cl)cc2)o1)c1nc2ccccc2s1,0.1,-25,19,5,104*,11,29,1,-0.2
CCOC(=O)c1c(N2C(=O)C=CC2=O)sc(C)c1C,-0.5,-3,3,-2,109*,-1,37,4,0.3
COC(=O)/C=c1/sc2nc3ccccc3n2c1=O,0.6,11,3,8,3,-5,11,-21,2.2
O=S(=O)(NCc1ccccc1)c1ccc(Cl)c(S(=O)(=O)NCc2ccccc2)c1,-0.6,-15,7,-1,56,0,1,-1,-1.0
O=C1Nc2ccccc2C1Cc1ccccn1 (centres undefined),0.5,0,-2,nt,1,0,10,1,-0.1
CNC(=O)COC(=O)c1nc(-n2nc(C)cc2C)ccc1Cl,0.7,24,3,-5,14,10,10,7,-0.7
CC(=O)N1CC2(c3ccccc3)CN(C(C)=O)CC(c3ccccc3)(C1)C2=O,0.7,10,-3,4,-1,-11,4,8,1.6
CCOC(=O)c1cc(-c2ccc(OC)cc2F)nc2c1c(C)nn2CCC#N,-0.1,43,-2,26*,21,16,8,14,-1.0
COc1ccc(OC)c(N(CC(=O)NCc2cccnc2)S(C)(=O)=O)c1,0.0,26,-6,0,11,35,14,-11,-0.5
COC(=O)c1c(S(=O)(=O)NCc2ccccc2)sc(C(=O)O)c1C,1.0,23,-11[fluorescence artefact?],2,-2,5,14,18,2.9
O=C(O)c1cccc(N/N=C/c2ccc(F)c(F)c2)c1,-0.3,-31,1,-2,16,20,15,-16,-1.5
CC(C)=NNC(=O)CN1C(=O)NC2NC(=O)NC21 (centres undefined),1.4,11,-2,2,28,20,4,6,-0.6
Cc1ccc(C(=O)NC(=S)Nc2ccc(CN3CCCCC3)cc2)c(C)c1,0.8,-36,-8,24*,14,35,15,-32,0.1
Cc1cc(C(F)(F)F)n2nc(C)c(-c3ccc(Cl)cc3)c2n1,0.3,36,0[fluorescence artefact?],-1,2,2,8,-11,0.2
Cc1ccc(CN2CCC(N3CCC(C(=O)NCC4CCCO4)CC3)CC2)o1 (centres undefined),1.4,-5,-17,-1,14,22,6,1,2.2
O=C(O)CC(NS(=O)(=O)c1ccc(Br)cc1)c1ccco1 (centres undefined),0.3,8,5,-6,-5,5,5,9,-0.5

# Further results.
SMILES,TRPML3 ag,EP2 mod,14-3-3 Bad inh,NPY Y1 blocker,CHOP inhibitor,PPC-1+TRAIL kill,PGE2 EP2 inh,NPY1 pot ag,TRPN1 ag
COc1ccc(C2N=C(N)N=C(N)N2c2ccc(C)cc2)cc1 (centres undefined),0.6,6,1[fluorescence artefact?],4,25,1,-6,-6,-0.5
CCOC(=O)CCSCC(=O)Nc1cc(C)on1,0.7,8,-4[fluorescence artefact?],7,37,nt,7,-8,0.0
O=C(CCc1[nH]c2ccccc2c1Sc1ccccc1)NCCO,1.1,3,0[fluorescence artefact?],-3,-10,45,7,3,2.0
O=c1c2ccccc2nc(SCc2ccccc2F)n1C1CCCC1,0.8,35,2,1,33,0,5,-15,1.6
CCCCCNC(=O)C(C#N)c1nc2ccccc2nc1N1CC(C)OC(C)C1 (centres undefined),0.4,nt,nt,-1,nt,nt,nt,-25,0.6
CCOC(=O)c1nn(-c2ccc(C)cc2)c(=O)c2c(N)scc12,0.8,1&26,-3[fluorescence artefact?],-2,2,41,10&-7,4,-1.9
O=C(O)CCCC(=O)Nc1ccc(Sc2ccc([N+](=O)[O-])cc2)cc1,0.3,-50,-10,-3,-24,9,2,8,0.0
C=CCn1c(Cc2ccccc2)n[nH]c1=S,-0.5,9,-14,-1,-4,15,13,7,0.2
CC(=O)N1CCN(C2c3cccc4cccc(c34)C2NS(=O)(=O)c2ccccc2)CC1 (centres undefined),0.9,4,-3,6,-1,29,3,-1,1.6
CCNC(=S)NCc1ccco1,0.4,20,7,4,-5,12,7,-2,0.0
Cc1cccnc1CCNC(=O)CC1C(=O)NCCN1CC1CCCCC1 (centres undefined),1.1,-1,-10,2,-35,2,7,4,1.9
O=C(Nc1ccc2nc3ccccc3nc2c1)c1ccc(Br)cc1,0.9,-11,42,6,-6,11,6,14,1.1
